# b-catenin transl: alters nuclear translocation of beta-catenin in HeLa cells. immunofluorescence imaging. nuclear translocation activity, % at 5 µM. 190,000 compounds, 0.3% hits;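 active = nuclear translocation activity above 50% at 5 µM, with a well cell count of 50 or more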;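 note: per-cell ratio of nuclear to cytoplasmic median beta-catenin stain intensity; plate controls were DMSO negative control for no effect and GSK-3 inhibitor IX positive control for full effect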
#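 Read-out: Nuclear/cytoplasmic beta-catenin signal ratio, % activation | Assay system: Human HeLa cell line | Times: 24 h compound exposure at 37°C, 5% CO2 | Signal: Fluorescence imaging of beta-catenin antibody stain plus DAPI | Dosing: 5 µM primary, 0.02–20 µM confirmation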
# Hep lipid drop: hepatic lipid droplet formation modulation; AML12 mouse hepatocytes, oleate lipid droplets, BODIPY imaging; inhibition, % at 6.5 µM; 240,000 compounds, 0.4% hits;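 active = lipid droplet intensity inhibited by at least 50%, with more than 500 cells counted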
#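 Assay system: AML12 mouse liver cells | Compound dosing: One dose, 6.5 µM compound | Read-out basis: Droplet intensity reduction, % inhibition | Measured by: Fluorescence imaging, 20x objective, two fields per well | Schedule: Overnight treatment with compound plus oleate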
# Myeloid diff MLP: myeloid differentiation induction; calls only at 10 µM; 360,000 compounds, 1% hits; ER-HoxA9 myeloid progenitors, lysozyme-GFP differentiation, flow cytometry;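 active = normalized GFP-positive differentiation at or above the plate's own cutoff, the solvent-only control mean plus 3 SD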;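 note: cells exposed to compound for four days before flow analysis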
# Autophagy HCS: alters autophagy in cells; MEF GFP-LC3 puncta imaging; test concentration mostly 10 µM; calls only at 10 µM (by protocol); 190,000 compounds, 0.98% hits; AID 463193;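 active = percentage of spot-positive cells more than 3 SD above its plate mean, without a fluorescence outlier flag or 80% toxicity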;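 note: spot-positive cell cutoff set from DMSO-treated cells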
# MT stabilize HCS: stabilizes microtubules in HeLa cells. % tubulin-high responders, % at 10 µM. HeLa tubulin immunostaining HCS, 24 h; share of cells brighter than vehicle mean+2SD. 200,000 compounds, 0.83% hits;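 active = plate Z-score above 3 for both tubulin-high and condensed-nucleus cell shares, with cell loss under 80%, at 10 µM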;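 note: anti alpha tubulin signal scored within the nucleus-defined area of each cell; some results filed as inactive read as strong as hits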
# WT yeast gro inh: growth inhibition of WT yeast, mitochondrial fusion screen. inhibition, % at 10 µM. 190,000 compounds, 2.1% hits. mitochondrial fusion phenotypic screen, WT strain; in the data active = inhibition above about 58%; tested in S. cerevisiae
# T cell modulator: T cell immune modulation candidate; 2C CD8+ T cell-vesicle binding, flow cytometry; hits give low values; calls only at 7 µM; 330,000 compounds, 0.068% hits;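 active = response, share of CD8 T cells binding vesicles, and their 90th percentile fluorescence all below set limits, cut at about 80% in these data, passing the limit was not always enough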
#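 Test system: purified 2C TCR transgenic mouse naive CD8+ T cells. Probe or stimulus: QL9-peptide-loaded Drosophila micro-vesicles bearing Ld, ICAM-1 and B7-1. Incubation: binding step 1.5 h, 37 °C, antibody labelling 20 min, ice. Measured by: flow cytometry of vesicle-bound cells.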
# Ins promoter up: MIN6 insulin promoter up-regulation | MIN6 insulin promoter-GFP reporter, high-content imaging; hits give high values | z-score at 5 µM | 190,000 compounds, 0.3% hits;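 active = z-score above 3 at 5 µM with at least 500 cells counted in the well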
# West Nile virus CPE: West Nile virus antiviral activity, cell-based, CPE readout (AID 1621); CPE inhibition, % at 10 µM; hits with a dose series show IC50 in µM; West Nile virus-infected cells, CPE inhibition; higher % means a stronger effect; 290,000 compounds, 0.02% hits; in the data active = a potency from the dose series; note: strong numbers were not always called active
# WT yeast gro inh mutant strain: second read-out of WT yeast gro inh, no call of its own (marks repeat the call); inhibition, %; mitochondrial fusion phenotypic screen, mutant strain inhibition
# Ins promoter up cell count: second read-out of Ins promoter up, no call of its own (marks repeat the call); cell count; measured here: cytotoxicity, nuclei count;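 total cells summed across four imaged fields per well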
# Hep lipid drop cells 6.5 µM: second read-out of Hep lipid drop, no call of its own (marks repeat the call); cell count; measured here: cell count, cytotoxicity flag;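 cells counted across two imaged fields per well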
# b-catenin transl cell count 5 µM: second read-out of b-catenin transl, no call of its own (marks repeat the call); cell count; measured here: cell count, cytotoxicity flag
# T cell modulator vesicle-bound %: second read-out of T cell modulator, no call of its own (marks repeat the call); double positive events, %; measured here: CD8+ vesicle-bound cell fraction;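 binding gate set so that unloaded-vesicle control wells show 10% double positive cells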
# MT stabilize HCS Hoechst-high %: also measured in MT stabilize HCS; calls as there; % Hoechst-high responders; measured here: nuclear condensation Hoechst responders;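 share of cells brighter than vehicle mean plus two SD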
# MT stabilize HCS cytotoxicity %: further read-out of MT stabilize HCS, marked with its call; toxicity, %; measured here: cytotoxicity by cell density;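 0% = mean cell density of plate MIN control wells and 100% = no cells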
# Autophagy HCS cell loss 18 h: recorded beside Autophagy HCS, whose call it bears; toxicity, %; measured here: cell loss, nuclei count;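 cell loss after 18 h compound exposure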
# Myeloid diff MLP GFP+ MAC1+ %: also measured in Myeloid diff MLP; calls as there; GFP+ MAC1+ double positive, %; measured here: differentiation confirmed by MAC1 staining
# * hit, by the source's call; i = inactive; nt = no result given; + = active, no number.
SMILES,b-catenin transl,b-catenin transl cell count 5 µM,Hep lipid drop,Hep lipid drop cells 6.5 µM,Myeloid diff MLP,Myeloid diff MLP GFP+ MAC1+ %,Autophagy HCS,Autophagy HCS cell loss 18 h,MT stabilize HCS,MT stabilize HCS Hoechst-high %,MT stabilize HCS cytotoxicity %,WT yeast gro inh,WT yeast gro inh mutant strain,T cell modulator,T cell modulator vesicle-bound %,Ins promoter up,Ins promoter up cell count,West Nile virus CPE
CC(C)C(=O)Nc1csc(C(F)(F)F)c1-c1ccccc1,-1.3,1134,1,708,i,0.2,nt,nt,nt,nt,nt,nt,nt,i,20,-0.62,1428,-0.6%
COc1ccc(S(=O)(=O)N2CCOC2CNC(=O)C(=O)NCc2ccccn2)cc1 (stereo not drawn),nt,nt,-6,652,i,1.7,nt,nt,nt,nt,nt,nt,nt,i,22,nt,nt,-0.9%
Cc1cc(C)cc(NCc2cc(=O)oc3cc(-c4ccccc4)c(O)cc23)c1,-2.3,1061,9,588,i,0.4,i,9,2.9,3.0,6.5,-20,-6,i,34,-0.57,1540,-1.0%
COc1ccc2[nH]c(=S)cc(C)c2c1,1.6,1163,-5,681,i,0.5,nt,nt,nt,nt,nt,nt,nt,i,35,-0.43,1043,-0.3%
COC(=O)C(C(=O)Nc1ccccc1C)C1CCCC1 (stereo not drawn),-2.4,1021,nt,nt,i,0.8,i,63,3.8,2.7,22,-1,-10,i,40,0.12,1339,-0.3%
CCCC(=O)Nc1cccc(NC(=O)c2ccc3c(c2)OCO3)c1,-4.1,1174,2,773,i,0.8,i,-9,2.1,1.5,5.2,2,7,i,8,-0.11,1336,-0.1%
Cc1ccc(C(=O)CSc2nnc(COc3cccc4cccnc34)o2)cc1,-0.3,858,nt,nt,i,2.5,i,-4,4.0,3.2,11,-7,-5,i,38,0.51,1326,0.5%
COc1ccc(N2CCN(c3ccc(C(N)=O)cc3[N+](=O)[O-])CC2)cc1,-2.7,1117,-6,668,i,0.5,i,2,4.1,3.7,6.9,-5,2,i,64,0.28,1200,-1.2%
COCCN1C(=O)N[C@@H](c2ccc(Br)cc2)C(C(C)=O)=C1C,nt,nt,-11,737,nt,nt,i,-1,2.5,2.8,6.3,-7,-17,nt,nt,nt,nt,-0.2%
CCc1nnc(NC(=O)CSc2nnc(-c3ccccc3O)n2-c2ccc(C)cc2)s1,-1.3,874,nt,nt,i,0.0,i,17,38*,17*,59*,-2,-10,i,23,1,1331,1.2%
COc1ccc(NC(=O)c2ccc(COc3ccccc3OC)o2)cc1OC,-3.2,1441,nt,nt,i,0.3,i,-3,2.6,1.3,5.8,-5,-9,i,56,-0.62,1040,-1.1%
O=C(CCS(=O)(=O)c1ccc(Br)cc1)Nc1ccccn1,-5.8,542,26,694,i,1.4,i,18,2.8,2.4,0.6,27,33,i,50,-0.77,1329,-0.6%
CCN(C(=O)Cc1c(C(=O)O)n(C)c2ccccc12)c1cc(OC)ccc1OC,nt,nt,10,856,i,0.7,nt,nt,nt,nt,nt,nt,nt,i,27,nt,nt,0.6%
CCOC(=O)Cc1c(C)[nH]c(=S)[nH]c1=O,-2.3,831,nt,nt,i,1.2,i,6,2.1,2.3,7.9,-2,13,i,58,0.05,1619,-0.3%
Cc1nn(-c2ccc3nnc(Br)n3n2)c(C)c1Br,1.8,1177,nt,nt,nt,nt,i,25,2.7,1.4,5.3,2,-6,nt,nt,-0.06,1345,0.2%
Fc1cccc(CN2CCC(Cc3ccccc3)CC2)c1,nt,nt,1,835,i,0.6,nt,nt,nt,nt,nt,nt,nt,i,60,nt,nt,-0.9%
O=S(=O)(c1ccc(OCC2CO2)cc1)c1ccc(OCC2CO2)cc1 (stereo not drawn),-0.1,1541,6,588,i,0.0,i,-20,4.7,1.9,8.0,1,11,i,51,0.43,1376,-0.4%
O=C(Cn1c(=O)n(CCC(=O)N2CCc3ccccc3C2)c(=O)c2ccccc21)NCC1CCCO1 (stereo not drawn),-0.1,1006,1,767,i,0.3,i,4,6.7,2.2,0.5,-6,2,nt,nt,0.27,1328,0.1%
COC(=O)Nc1nc(-c2ccc(F)cc2)c(C)s1,-5.9,1086,4,695,i,1.4,i,-8,4.8,1.8,15,15,0,i,4,-0.17,1571,0.1%
Cc1nnsc1C(=O)N1CCN(c2cc(C(F)(F)F)ccn2)CC1,-9.7,1037,1,754,i,0.4,nt,nt,nt,nt,nt,nt,nt,i,35,0.24,1465,-0.7%
CC(C)(C)Cn1c(=O)[nH]c(=O)c2cc([N+](=O)[O-])cnc21,-1.4,512,4,732,i,0.3,i,23,2.1,3.0,5.6,3,1,i,58,0.96,1392,0.2%
O=C(CN(C(=O)c1csnn1)c1ccccc1C(F)(F)F)NCc1ccccc1,nt,nt,-26,822,i,0.5,nt,nt,nt,nt,nt,nt,nt,i,27,nt,nt,-0.6%
COCC(=O)N1CCCC(CNS(=O)(=O)c2ccc(OC)cc2)C1 (stereo not drawn),-1.9,1036,-8,649,i,0.7,i,-11,2.2,0.7,1.7,6,11,i,11,0.42,1470,-0.3%
Cc1cc(C)cc(N(C(C)C(=O)NCCC2=CCCCC2)S(C)(=O)=O)c1 (stereo not drawn),nt,nt,-21,762,i,2.8,i,-4,0.9,1.2,16,-5,-8,i,39,1.4,799,0.5%
CCOC(=O)Cc1csc(NC(=O)Cc2ccccc2[N+](=O)[O-])n1,-0.9,1050,2,711,i,0.3,i,-3,3.1,2.0,9.1,-10,19,i,22,0.32,1309,-0.4%

# Three structures already listed, arranged by count of non-hydrogen atoms, high to low.
SMILES,b-catenin transl,b-catenin transl cell count 5 µM,Hep lipid drop,Hep lipid drop cells 6.5 µM,Myeloid diff MLP,Myeloid diff MLP GFP+ MAC1+ %,Autophagy HCS,Autophagy HCS cell loss 18 h,MT stabilize HCS,MT stabilize HCS Hoechst-high %,MT stabilize HCS cytotoxicity %,WT yeast gro inh,WT yeast gro inh mutant strain,T cell modulator,T cell modulator vesicle-bound %,Ins promoter up,Ins promoter up cell count,West Nile virus CPE
Cc1ccc(C(=O)CSc2nnc(COc3cccc4cccnc34)o2)cc1,-0.3,858,nt,nt,i,2.5,i,-4,4.0,3.2,11,-7,-5,i,38,0.51,1326,0.5%
COCC(=O)N1CCCC(CNS(=O)(=O)c2ccc(OC)cc2)C1 (stereo not drawn),-1.9,1036,-8,649,i,0.7,i,-11,2.2,0.7,1.7,6,11,i,11,0.42,1470,-0.3%
CC(C)(C)Cn1c(=O)[nH]c(=O)c2cc([N+](=O)[O-])cnc21,-1.4,512,4,732,i,0.3,i,23,2.1,3.0,5.6,3,1,i,58,0.96,1392,0.2%

# Additional records follow.
SMILES,b-catenin transl,b-catenin transl cell count 5 µM,Hep lipid drop,Hep lipid drop cells 6.5 µM,Myeloid diff MLP,Myeloid diff MLP GFP+ MAC1+ %,Autophagy HCS,Autophagy HCS cell loss 18 h,MT stabilize HCS,MT stabilize HCS Hoechst-high %,MT stabilize HCS cytotoxicity %,WT yeast gro inh,WT yeast gro inh mutant strain,T cell modulator,T cell modulator vesicle-bound %,Ins promoter up,Ins promoter up cell count,West Nile virus CPE
COc1ccc(N2CC(C(=O)NCCS(=O)(=O)N3CCN(c4ccccc4)CC3)CC2=O)cc1 (stereo not drawn),nt,nt,4,715,i,1.9,nt,nt,nt,nt,nt,nt,nt,i,8,nt,nt,0.4%
Cc1nnc(NC(=O)C2CCCN(S(=O)(=O)c3ccccc3C(F)(F)F)C2)s1 (stereo not drawn),-3.3,900,nt,nt,i,0.5,i,1,3.1,1.7,3.4,-11,-6,i,52,-0.09,1247,0.5%
CC1(c2nnc(-c3ccc(F)cc3)o2)CC(c2ccccc2)=NO1 (stereo not drawn),-1.5,1103,nt,nt,i,1.2,nt,nt,nt,nt,nt,nt,nt,i,61,-0.93,1161,-0.3%
CC12CCC(C(=O)NCc3ccco3)(OC1=O)C2(C)C (stereo not drawn),0.3,1112,-3,769,i,5.0,i,-17,4.7,2.1,7.2,0,-17,i,26,1.3,779,0.0%
Cn1c(NNC(=O)C2CCCCC2)cc(=O)n(C)c1=O,0.1,1136,13,703,i,0.4,+,38*,nt,nt,nt,-10,-17,i,60,-0.12,1251,-0.2%
O=C(OCC(=O)N1CCc2ccccc2C1)c1cccc([N+](=O)[O-])c1,-0.1,1083,16,589,i,0.1,i,5,5.4,1.4,6.1,19,-5,i,59,0.06,1618,0.2%
COc1ccc(C(=O)COc2ccc3ccc(=O)oc3c2)cc1,-0.5,1162,0,706,i,0.4,nt,nt,nt,nt,nt,nt,nt,i,55,-0.18,1285,0.0%
O=C(c1cc(-c2ccco2)on1)N1CCN(C(c2ccccc2)c2ccccc2)CC1,2.9,1375,nt,nt,i,1.2,i,21,5.2,1.9,7.5,3,21,i,9,-0.97,1235,0.6%
CC(C)(C)c1ccccc1NC(=S)NC1CCCCC1,-2.4,1061,-34,618,i,0.7,i,5,2.2,1.5,3.9,66*,63*,i,41,-1,1272,0.0%
O=C(COc1ccccc1[N+](=O)[O-])c1ccccc1,0.0,1514,-2,679,i,0.1,i,10,2.2,2.5,9.9,-7,0,i,59,0.13,1316,-1.3%
CCOc1ccc(N=c2scc(-c3ccccc3)n2CCO)cc1,nt,nt,10,789,i,1.0,i,11,1.1,1.4,19,-7,-7,i,40,0.71,914,-0.5%
Cc1ccccc1NC(=S)N(Cc1cccnc1)Cc1ccco1,0.6,946,9,587,i,0.2,i,2,0.9,2.1,11,-8,-17,i,46,nt,nt,1.2%
CC(=O)Nc1c(Nc2ccccc2)c2ccccc2oc1=O,-1.6,1057,18,777,i,0.2,i,-12,4.1,2.8,4.8,-9,-16,i,44,-0.23,1420,0.0%
COC(=O)c1cc(C(=O)OC)cc(N2C(=O)CC(N3CCN(c4ccccc4)CC3)C2=O)c1 (stereo not drawn),nt,nt,1,723,i,1.5,i,-13,3.4,2.8,2.8,-11,-12,nt,nt,-0.38,1206,0.4%
O=C(/C=C/c1ccccc1Cl)NC1CCCCC1,nt,nt,4,803,i,0.5,nt,nt,nt,nt,nt,nt,nt,i,39,nt,nt,-0.9%
O=S(=O)(NCCc1ccc(Cl)cc1)c1cccs1,nt,nt,0,713,i,0.4,nt,nt,nt,nt,nt,nt,nt,i,8,nt,nt,-0.7%
